# High-throughput results as filed in PubChem.
# HTT aggregate = mutant huntingtin aggregation inhibition; Potency, µM (series often up to 46.1 µM), without a hit: top-dose activity change, negative = inhibition, actives largely listed as inhibitors; 220,000 compounds, 1.1% hits; PC12 HttQ103-GFP aggregates, Acumen cytometry, 40 h; also: potency is read from the fitted curve at half-maximal effect; % is scaled to controls: 0 for no effect and ±100 for the full control effect; nearly all actives have a fitted effect of over 60% in size
#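 Read-out: GFP aggregate count by laser scanning cytometer (488 nm excitation, 500-530 nm emission, 1–25 µm objects >6 SD above background). Cells: PC12, inducible HTTex1-Q103-GFP, 100 nM tebufenozide; compounds titrated.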
# Epigenetic reg = derepresses silenced GFP reporter in murine cells; murine LDR cells, GFP reporter derepression, 30 h; Potency, µM (series often up to 53.9 µM), inactives show top-dose GFP activation, most hits filed as activators; 280,000 compounds, 0.2% hits; AID 1865; also: potency is read from the fitted curve at half-maximal effect; % of control where 0% means no effect; nearly all actives have a fitted effect of over 60% in size
#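 Reporter derepression read as number of fluorescent GFP-positive objects, 20-120 um in size, counted by laser-scanning cytometer. Mouse LDR line with an epigenetically silenced CMV-GFP locus; compound incubation 30 h, 37 C.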
# NPSR antag = antagonists of human neuropeptide S receptor cAMP signaling. CHO-NPSR cells, cAMP TR-FRET, antagonist mode. Potency, µM (highest dose often 38.3 µM), inactives show top-dose activity change, negative = inhibition, hits mostly inhibitors. 220,000 compounds, 1% hits. AID 1461; also: potency is read from the fitted curve at half-maximal effect; % is scaled to controls: 0 for no effect and ±100 for the full control effect; nearly all actives have a fitted effect of over 50% in size; many of its hits are not listed in these tables
# Target sequence (Q6W5P4 whole entry, looked up): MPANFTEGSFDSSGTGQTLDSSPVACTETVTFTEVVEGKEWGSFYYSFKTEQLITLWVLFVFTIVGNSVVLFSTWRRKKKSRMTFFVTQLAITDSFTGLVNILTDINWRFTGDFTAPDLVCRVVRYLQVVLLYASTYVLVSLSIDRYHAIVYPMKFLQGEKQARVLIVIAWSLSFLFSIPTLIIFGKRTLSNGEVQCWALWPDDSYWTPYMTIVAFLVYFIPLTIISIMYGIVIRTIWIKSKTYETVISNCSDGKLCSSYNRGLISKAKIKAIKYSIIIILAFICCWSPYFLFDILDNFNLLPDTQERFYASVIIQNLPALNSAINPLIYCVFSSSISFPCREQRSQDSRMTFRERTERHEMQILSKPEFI
# KinaseGlo FLuc = blocks Kinase-Glo luciferase, a counter-screen artifact | 200,000 compounds, 0.28% hits | AID 1379 | Kinase-Glo luciferase, ATP luminescence, 8 min | Q27757 | Potency, µM (titrated, usually from 38.3 µM), without a hit: at the highest dose activity change, negative = inhibition, actives largely listed as inhibitors; also: potency is read from the fitted curve at half-maximal effect; % is scaled to controls: 0 for no effect and ±100 for the full control effect; nearly all actives have a fitted effect of over 60% in size
#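 Light output from Kinase-Glo luciferase with luciferin and 10 uM ATP in 50 mM imidazole pH 7.2, KCl, MgCl2, Tween 20, BSA; compound pin-delivered, 8-min ambient incubation, then luminescence read.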
# IMPase Li cell = IMPase inhibition in cells with lithium potentiation; 210,000 compounds, 0.35% hits; Potency, µM (series often up to 59.4 µM), without a hit: at the highest dose activity, negative = IMPase inhibition, actives largely listed as inhibitors; CHO-M1 cells, IP1 TR-FRET (IP-One), carbachol + lithium;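 also: IP1 builds up when IMPase is blocked and the TR-FRET signal falls; potency is read from the fitted curve at half-maximal effect; plate controls were basal vehicle for no effect and high inhibitor control for full effect; nearly all actives have a fitted effect of over 50% in size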
#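 Readout is a homogeneous TR-FRET IP1 immunoassay (Ex 320, Em 665 and 620), where raised cytosolic IP1 lowers signal. Cells were CHO-M1 treated 30 min at 37C with test compounds plus a little lithium; AC50 values came from Hill-equation fitting.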
# CBFb-RUNX1 inh = CBF-beta/RUNX1 interaction disruption. Q01196+Q13951. 230,000 tested, under 10 active. Potency, µM (top dose mostly 59.8 µM), without a hit: at the highest dose activity, negative = inhibition, most hits filed as inhibitors. AlphaScreen CBFb-His/RUNX1-biotin binding, biochemical. AID 1477; also: % of control where 0% means no effect
# Target sequence (Q01196 whole entry, looked up): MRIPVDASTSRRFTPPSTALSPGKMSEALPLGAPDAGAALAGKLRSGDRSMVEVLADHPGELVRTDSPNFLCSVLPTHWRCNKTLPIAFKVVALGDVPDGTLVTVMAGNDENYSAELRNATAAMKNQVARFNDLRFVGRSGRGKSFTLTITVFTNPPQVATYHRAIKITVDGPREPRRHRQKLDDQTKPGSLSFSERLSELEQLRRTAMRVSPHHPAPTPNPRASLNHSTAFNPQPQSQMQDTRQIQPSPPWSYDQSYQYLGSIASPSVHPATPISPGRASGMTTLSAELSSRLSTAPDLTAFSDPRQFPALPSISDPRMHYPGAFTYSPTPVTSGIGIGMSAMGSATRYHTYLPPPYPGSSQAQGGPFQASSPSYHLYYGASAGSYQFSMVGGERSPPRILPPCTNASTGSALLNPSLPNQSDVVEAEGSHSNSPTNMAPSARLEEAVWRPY
# Target sequence (Q13951 whole entry, looked up): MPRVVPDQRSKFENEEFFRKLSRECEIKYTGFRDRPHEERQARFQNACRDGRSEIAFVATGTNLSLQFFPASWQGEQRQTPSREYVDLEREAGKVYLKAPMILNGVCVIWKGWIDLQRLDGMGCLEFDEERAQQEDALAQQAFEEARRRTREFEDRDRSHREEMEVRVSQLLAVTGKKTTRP
#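 Room-temperature protein-protein interaction test with 30 nM each of His-tagged CBF-beta and biotinylated RUNX1, 15 min with compound, then 90 min with nickel plus streptavidin beads. Signal read in AlphaScreen mode.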
# Lamin A splicing = changes lamin A minigene splicing in HeLa cells; HeLa LMNA splicing GFP/RFP minigene ratio, 48 h; Potency, µM (doses to about 46.1 µM), for the others: at the top dose ratio change, negative = inhibition, usual class: inhibitors; 200,000 compounds, 0.01% hits; AID 1487; active = well fitted inhibition curve with a large enough effect in the signal ratio, with a control signal flat, not every such curve was filed as active; inconclusive = small, poorly fitted or top-dose-only effect, or effect the other way, or a change in a side signal; the % refers to the signal ratio; also: potency is read from the fitted curve at half-maximal effect; % is scaled to controls: 0 for no effect and ±100 for the full control effect
#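 S3 HeLa cells stably expressing lamin A-EGFP splicing minigene plus DsRed2, 600 cells/well, 48 h compound exposure at 37C. Laser-scanning cytometry; analysed as GFP (500-530 nm)/RFP (575-640 nm) total intensity ratio; 0.5% DMSO vehicle.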
# An asterisk follows results filed as active; ? = inconclusive; . = no result given; [ ] = dose if it differs, or a comment. Unless noted, calls follow the shape of the dose curve; as a rule, active = well fitted curve in the direction sought with a large enough effect; inconclusive = small, poorly fitted or top-dose-only effect, or another doubt; inactive = no such curve, though single readings can be large; an effect the other way counts as inactive or inconclusive.
structure,HTT aggregate,Epigenetic reg,NPSR antag,KinaseGlo FLuc,IMPase Li cell,CBFb-RUNX1 inh,Lamin A splicing
COC(=O)c1ccccc1N1C(=O)C2C(C1=O)[C@H]1C=C[C@@H]2C1 (stereo partly drawn),1%,1.0%,-12%[46.1 µM],-4%,21%[38.3 µM],1%,3%
COC(=O)c1nnc(C(=O)NCc2ccccc2)c2[nH]c3ccccc3c12,.,1.1%,.,1%,-5%,7%,.
CCc1nnc(NC(=O)CCC(=O)N2CCN(C3CCCCC3)CC2)s1,9%,16%,-22%[46.1 µM],-5%,-1%[38.3 µM],17%,?
COc1ccccc1N1CCN(C(=O)C2CCCO2)CC1 (stereo not drawn),4%,-1.9%,-14%[46.1 µM],1%,27%[38.3 µM],17%,1%
N#Cc1nc(Cc2ccccc2)oc1NCc1ccccc1Cl,8.9µM*,5.8%,-19%[46.1 µM],-5%,16%[38.3 µM],1%,?
O=C(N/N=C/C1=C(N2CCOCC2)C(=C\c2ccccc2)/CC1)Nc1ccccc1,28%,2.1%,4%,0%,-1%,-7%,-5%
CCCOc1ccc(C(=O)Nc2ccc(S(=O)(=O)Nc3cc(C)nc(C)n3)cc2)cc1,6%[9.22 µM],2.1%,37%,.,.,1%,?
COc1cc(/C=C/C(=O)O)cc2c1OCCO2,-6%,3.9%,2%,0%,2%,7%,7%[46 µM]
O=C(CCN1C(=O)c2ccccc2S1(=O)=O)Nc1ccccc1O,18%,3.9%,5%,1%,-2%,14%,-5%
CC1=CC=CC2=NC(=O)CC(C)(C(=O)O)N12 (stereo not drawn),-12%[9.22 µM],0.0%,-12%,-1%,-5%,7%,7%[46 µM]
CCOC(=O)c1c(-c2ccc(C)s2)csc1NC(=O)c1ccco1,6%,-3.0%,7.9µM*,0%,?,5%,12%
Cc1nc(SCC(=O)N2CC(=O)Nc3ccccc32)nc(C)c1C,4%,1.1%,14%,2%,-6%,10%,16%[46 µM]
CCN(CC)S(=O)(=O)c1ccc(C)c(NC(=O)COC(=O)c2ccc(C)c(S(=O)(=O)N3CCOCC3)c2)c1,5%,-0.5%,-10%[46.1 µM],1%,20%[38.3 µM],-1%,5%
CCn1c(SCC(=O)c2cc(C)n(C)c2C)nnc1-c1ccccc1,4%,3.1%,-12%[46.1 µM],-6%,-5%[38.3 µM],-4%,8%
S=c1[nH]nc(Cn2cnc3ccccc32)n1-c1ccccc1Cl,3%[9.22 µM],-3.3%,-13%,.,.,4%,.
N#CCSc1nnc(-c2ccccc2O)n1Cc1ccccc1,-1%,0.0%,-9%[46.1 µM],-3%,8%[38.3 µM],1%,-7%
CCC(=O)N(CCCN(C)C)c1nc(-c2cc(OC)ccc2OC)cs1,0%,1.2%,3%[46.1 µM],3%,1%,2%,-5%
Cc1cccc(-n2c(C)nc3cc(C(=O)NCc4ccc5c(c4)OCO5)ccc32)c1,-6%,-1.0%,-3%,0%,16%,-3%,?
Nc1ccc(Br)cc1C(NCC(=O)O)c1ccccc1 (stereo not drawn),-6%,-0.4%,-1%,3%,-3%,5%,?
COC(=O)c1ccccc1NC(=O)CCNC(=O)Cn1cnc2ccccc2c1=O,28%,1.0%,3%[46.1 µM],-2%,3%[38.3 µM],1%,9%
CCN(C(=O)CN1CCOCC1)c1c(N)n(Cc2ccccc2)c(=O)[nH]c1=O,17%,-1.5%,13%,0%,-1%,7%,-11%[46 µM]
CC(C)N1CCC(N2CCN(Cc3cc4c(cc3Cl)OCO4)CC2CCO)CC1 (stereo not drawn),0%[9.22 µM],1.5%,-1%,-4%,19%,11%,?
O=C(CCNC(=O)c1ccccc1)NCC1CCCCC1,12%,1.8%,18%,2%,-3%,10%,.
O=C(NC(Cc1ccccc1)C(=O)O)c1ccc(S(=O)(=O)N2CCCC2)cc1 (stereo not drawn),-7%,1.7%,-10%[46.1 µM],2%,26%[38.3 µM],7%,-11%
CCOc1ccc(S(=O)(=O)n2cc(F)c(=O)[nH]c2=O)cc1,.,-0.1%,-20%,-7%,23%,-3%,.
CC(C)CN1C(=O)c2ccc(NC(=O)c3ccccc3F)cc2C1=O,-15%,0.0%,-22%[46.1 µM],-4%,8%[38.3 µM],3%,6%
CCN1C(=O)CC(N2CCN(C(c3ccccc3)c3ccccc3)CC2)C1=O (stereo not drawn),1%,-3.6%,-9%[46.1 µM],-6%,5%[38.3 µM],-2%,19%
O=C(Nc1cnc2ccccc2c1)C1COc2ccccc2O1 (stereo not drawn),4%,?,1%[7.67 µM],-5%,7%[38.3 µM],-1%,-3%
CC1(NC(=O)CC[N+](C)(C)CCO)CS(=O)(=O)CC1S(=O)(=O)[O-] (stereo not drawn),16%,-1.1%,24%,-1%,-5%,-13%,-13%
CC(=O)NC(C)(C)C1CC=C(C)/C(=N\O)C1 (stereo not drawn),?,-1.0%,-1%[46.1 µM],-6%,7%[38.3 µM],7%,11%
C=CCn1c(-c2cccn(Cc3ccccc3)c2=O)n[nH]c1=S,-15%,-1.3%,-8%[46.1 µM],-3%,2%[38.3 µM],6%,7%
OC(COc1ccccc1)CN1CCCCCC1 (stereo not drawn),6%,-1.1%,10%,0%,16%,-10%,.
CC(=O)Nc1cccc(NC(=O)c2oc3ccccc3c2C)c1,3%,-0.9%,-19%[46.1 µM],7%,-20%,5%,-13%
Cc1ccc(S(=O)(=O)NCC23C=CC(O2)C2C(=O)N(c4ccccc4)C(=O)C23)cc1 (stereo not drawn),6%,10%,-4%[46.1 µM],-2%,22%[38.3 µM],1%,3%
Cc1ccsc1C(=O)N/N=C/C=C/c1ccccc1[N+](=O)[O-],-14%,0.0%,-25%[46.1 µM],-2%,34%[activator][38.3 µM],-5%,-1%
COc1cccc(Nc2nc3ccc(C(=O)c4ccccc4)cc3n3cnnc23)c1,6%[9.22 µM],?,-10%,.,.,-9%,.
CCOC(=O)c1ccc(NC(=O)CSc2nnc(COc3ccccc3)n2C)cc1,-2%,0.0%,-16%[46.1 µM],3%,13%[38.3 µM],5%,1%
CSc1cccc(NC(=O)c2c(Cl)cnn2C)c1,1%,-1.8%,-11%[46.1 µM],-3%,-2%[38.3 µM],1%,9%
COC(=O)c1ccc(Oc2nc3c(c(=O)n(C)c(=O)n3C)n2CCC(C)C)cc1,-20%,-1.0%,-6%[46.1 µM],4%,28%[38.3 µM],2%,13%
O=c1c2ccccc2ncn1Cc1ccc(Cl)cc1,-12%,1.3%,-5%,-1%,0%,10%,.
COC(=O)c1sc2nc(CSc3ccc(Br)cc3)[nH]c(=O)c2c1C,3%[9.22 µM],7.3%,7%,.,.,5%,.
CCN1CCc2c(OCC(=O)Nc3cccc(C)c3)cccc2C1=O,24%,-2.5%,-17%,-1%,4%,-1%,.
CO/N=C/c1ccc(N2CCCC2)c([N+](=O)[O-])c1,0%,-0.3%,-16%,-2%,1%,-26%,?
Cn1c(N2CCCCC2)cc(=O)n(C)c1=O,-8%,-4.1%,5%[46.1 µM],0%,1%[38.3 µM],-1%,9%
CCS(=O)(=O)N1CCC(NC(=O)C2CCCCC2)CC1,13%,3.6%,-15%[46.1 µM],.,.,12%,0%
CCSc1nnc(NC(=O)c2csc3c2CCCC3)s1,-1%,-1.6%,-4%[46.1 µM],4%,?,3%,-13%
O=C(Nc1ccccc1)c1ccccc1OCC(O)CN1C(=O)c2ccccc2S1(=O)=O (stereo not drawn),-7%,-0.3%,?,11%,14%[38.3 µM],12%,2%
COc1ccc(NC(=O)Cn2c(CCC(=O)O)ccc2-c2ccc(C)cc2)cc1,-6%,-0.6%,-5%,3%,15%,-17%,.
O=C(/C=C/c1ccc(N2CCCCC2)c([N+](=O)[O-])c1)c1ccc(O)cc1,18µM*,0.9%,-42%,-2%,23%,?,?
O=C(N/N=C/c1ccc(O)cc1)/C(=C/c1ccc([N+](=O)[O-])cc1)NC(=O)c1ccccc1,-4%,0.6%,-10%[46.1 µM],-1%,30%[activator][38.3 µM],-4%,2%
COc1ccc(C2CC(=O)c3cnc(N4CCc5ccccc54)nc3C2)cc1OC (stereo not drawn),-10%[9.22 µM],2.1%,?,.,.,5%,.
O=C(CSCc1ccccc1Cl)NNC(=O)c1ccccc1,7%,-0.9%,-3%[46.1 µM],-3%,-9%[38.3 µM],-2%,-2%
CC(C(=O)NCc1cccs1)n1cccc1 (stereo not drawn),9%,-1.9%,-3%[46.1 µM],-3%,-3%[38.3 µM],-2%,7%
Cn1c(SCC2CCCO2)nnc1-c1cccc([N+](=O)[O-])c1 (stereo not drawn),7%[9.22 µM],1.0%,5%,-2%,10%,2%,?
COc1ccc(C)cc1NC(=O)c1cnc2scc(C)n2c1=O,21%,0.0%,?,4%,-13%[38.3 µM],11%,2%
O=C(Nc1ccccc1N1CCCC1)c1cccc(-c2cc3ccccc3oc2=O)c1,-4%,-1.3%,-17%,-2%,10%,-28%,?
Cc1cc(OC(=O)c2ccc(Cl)cc2Cl)nc(C)n1,-9%,6.3%,1%[46.1 µM],-4%,-7%[38.3 µM],-4%,15%
Nc1ccc(-c2nc3ccc(N)cc3o2)cc1,0%,-1.2%,-7%[46.1 µM],?,?,-2%,-13%
CCCCc1nnc(NC(=O)CSc2nc(N)cc(=O)[nH]2)s1,4%,-1.4%,2%,1%,-10%,?,.
CC(C)C(=O)NCc1cc(-c2ccc(Cl)cc2)no1,6%,-2.1%,26%,0%,4%,17%,?

# Three compounds picked at random from the list so far, as already listed:
structure,HTT aggregate,Epigenetic reg,NPSR antag,KinaseGlo FLuc,IMPase Li cell,CBFb-RUNX1 inh,Lamin A splicing
COc1ccc(C)cc1NC(=O)c1cnc2scc(C)n2c1=O,21%,0.0%,?,4%,-13%[38.3 µM],11%,2%
N#Cc1nc(Cc2ccccc2)oc1NCc1ccccc1Cl,8.9µM*,5.8%,-19%[46.1 µM],-5%,16%[38.3 µM],1%,?
CCC(=O)N(CCCN(C)C)c1nc(-c2cc(OC)ccc2OC)cs1,0%,1.2%,3%[46.1 µM],3%,1%,2%,-5%

# Only part of the results is shown (hit frequency here may not be typical).
